TNF necrop inh: inhibitors of TNF-alpha induced necroptosis in Jurkat FADD-/- cells | Jurkat FADD-/- TNF necroptosis rescue, ATP luminescence, 24 h; 0 = TNF only, 100 = no-TNF cells | activation (protection from cell death), % at 10 µM | 220,000 tested, 0.068% active;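 active = activation, meaning protection from cell death, of at least 50% relative to plate controls; inactive = activation below 50%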;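 note: necroptosis triggered by 40 ng/mL TNF-alpha added together with compound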
Runt-SMMHC FRET: Runt domain-CBFb-SMMHC interaction inhibition; Q01196+Q13951; Cerulean-Runt/Venus-CBFb-SMMHC FRET ratio 530/480, 1 h; inhibition, % at 20 µM; 220,000 tested, 0.74% active;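 active = mean inhibition across duplicate retests at 20 µM reaching about 50%, limit read from the data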;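 note: 0% = DMSO wells and 100% = wells with excess untagged CBFb-SMMHC; inhibitors lower the FRET ratio by blocking Runt binding to CBFb-SMMHC; some results filed as inactive read as strong as hits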
p47phox inh: inhibitors of human p47phox binding. AID 1274. P14598. p47phox/p22phox peptide binding, fluorescence polarization, 2 h. 220,000 tested, 0.53% active. inhibition, % at 24.7 µM;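 active = inhibition above about 30%, limit read from the data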;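 note: 0% = p47phox with labelled peptide and 100% = labelled peptide alone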
Target sequence (P14598 whole entry, looked up): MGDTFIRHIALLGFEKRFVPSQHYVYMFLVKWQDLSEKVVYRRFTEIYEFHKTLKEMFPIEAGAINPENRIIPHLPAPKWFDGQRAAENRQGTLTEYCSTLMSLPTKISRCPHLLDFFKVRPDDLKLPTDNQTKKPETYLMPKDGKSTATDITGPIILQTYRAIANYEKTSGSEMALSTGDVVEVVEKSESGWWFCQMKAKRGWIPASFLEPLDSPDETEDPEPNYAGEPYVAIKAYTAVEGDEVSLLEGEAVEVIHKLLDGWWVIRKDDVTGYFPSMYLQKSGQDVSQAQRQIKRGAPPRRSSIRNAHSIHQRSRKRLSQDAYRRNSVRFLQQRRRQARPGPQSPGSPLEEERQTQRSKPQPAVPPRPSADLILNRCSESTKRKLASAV
PPC-1+TRAIL kill: kills PPC-1 cancer cells in the presence of TRAIL. cell killing (% activity), % at 4 µM. AID 1443. PPC-1 cells + TRAIL, ATPLite viability luminescence. 220,000 tested, 0.41% active;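 active = cell killing above 50% in the first pass at 4 µM, then a duplicate retest at 5 µM averaging 50% or more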;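 note: plate controls were cells with TRAIL plus DMSO for no effect and medium-only wells lacking cells for full effect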
TRPML3 ag: agonists of human TRPML3 channel | Q8TDD5 | activation, % at 3 µM | AID 1448 | HEK293 TRPML3-YFP, Fluo-8 calcium fluorescence; 100% = the carbachol control signal | 220,000 tested, 0.29% active;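 active = activation above its plate's cutoff, the mean activation of the plate's test wells plus 3 SD, cut at about 12% in these data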;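 note: 0% = DMSO only wells and 100% = carbachol wells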
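Test system – HEK293 line with stable expression of human TRPML3-YFP channel · Control set – carbachol 87 µM final as high control (100%), DMSO as low control (0%) · Signal – Fluo-8 calcium dye fluorescence, ex 470-495, em 515-575 nm · Incubation – 1-h 37 °C dye load, 5-s basal, 120-s post-compound reads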
zfTRPN1 agonist: activates the zebrafish TRPN1 channel; HEK293 zebrafish TRPN1-YFP, Fluo-8 calcium fluorescence; 100% = response to 87 µM carbachol; 220,000 tested, 0.18% active; AID 1424; activation, % at 3 µM;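 active = activation above its plate's cutoff, the mean activation of test wells on that plate plus 3 SD, cut at about 19% in these data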;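 note: 0% = DMSO alone and 100% = 87 µM carbachol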
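Material: zebrafish TRPN1-YFP in HEK293 cells; Doses: single test compound dose, 3 µM nominal, 0.3% DMSO; Timing: dye loading 1 h at 37 °C, then 30 min room temperature; Technique: intracellular calcium fluorescence with Fluo-8; Benchmarks: high carbachol 87 µM, low DMSO alone.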
CHOP inhibitor: blocks CHOP induction under ER stress; 220,000 tested, 3.8% active; CHO-K1 CHOP-promoter luciferase, tunicamycin-induced, 15-18 h; inhibition, % at 10 µM;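 active = compounds that reduced the stress-induced luciferase reporter signal by more than about 70% of percent inhibition, limit read from the data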;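 note: 0% = tunicamycin plus vehicle and 100% = wells without tunicamycin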
EBV gp42 block: EBV gp42 inhibition; Q1HVG2; Fluorescence polarization binding assay, mP read-out; inhibition, % (tested at 21.74 µM); 220,000 tested, 0.42% active; AID 1085; in the data active = inhibition above about 50%
Target sequence (Q1HVG2 whole entry, looked up): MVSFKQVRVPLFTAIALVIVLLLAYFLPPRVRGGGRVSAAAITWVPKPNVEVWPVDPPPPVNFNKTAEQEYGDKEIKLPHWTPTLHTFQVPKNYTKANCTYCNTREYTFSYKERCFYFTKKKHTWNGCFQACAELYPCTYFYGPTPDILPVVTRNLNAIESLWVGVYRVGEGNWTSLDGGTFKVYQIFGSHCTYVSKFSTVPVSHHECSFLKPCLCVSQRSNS
MDM2 E3 inh: Mdm2 E3 ligase (human) inhibition; cell-based MDM2 ubiquitination luciferase reporter, 2 h; 0 = plate control, 100 = twice control, blank-subtracted; signal enhancement, % at 5 µM; 210,000 tested, 0.11% active;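 active = signal enhancement of 30% or more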;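 note: luminescence tracks abundance of the self-degrading MDM2-luciferase fusion protein; higher signal means inhibition of MDM2 E3 ligase activity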
Target sequence (Q00987 whole entry, looked up, the tested form may be a part): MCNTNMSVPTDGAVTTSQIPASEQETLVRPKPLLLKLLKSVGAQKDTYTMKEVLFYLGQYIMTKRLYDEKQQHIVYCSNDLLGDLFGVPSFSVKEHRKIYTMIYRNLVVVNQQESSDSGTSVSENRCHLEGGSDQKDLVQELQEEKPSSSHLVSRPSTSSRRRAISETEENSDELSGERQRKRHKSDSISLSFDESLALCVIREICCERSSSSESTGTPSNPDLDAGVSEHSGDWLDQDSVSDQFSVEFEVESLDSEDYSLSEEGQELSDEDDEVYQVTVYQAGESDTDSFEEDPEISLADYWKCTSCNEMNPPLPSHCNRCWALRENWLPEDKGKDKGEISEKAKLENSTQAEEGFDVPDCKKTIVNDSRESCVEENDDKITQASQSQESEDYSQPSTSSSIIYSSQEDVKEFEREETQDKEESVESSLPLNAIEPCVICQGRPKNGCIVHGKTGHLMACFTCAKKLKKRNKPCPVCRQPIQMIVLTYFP
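Assay system: stable mammalian line carrying autodegrading MDM2–luciferase fusion reporter; amount: 2000 cells seeded into each well; buffer or medium: DMEM; benchmarks: plate control and blank wells; signal: luciferase luminescence; timing: 2 h compound exposure at 37 °C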
Starred values were filed as active, the others as inactive; · = not tested or not shown.

SMILES	TNF necrop inh	Runt-SMMHC FRET	p47phox inh	PPC-1+TRAIL kill	TRPML3 ag	zfTRPN1 agonist	CHOP inhibitor	EBV gp42 block	MDM2 E3 inh
C/C(CCC(C)C)=N\NC(=O)COc1ccccc1-c1ccccc1	0.2	-5	3	9	0.3	-0.2	45	-2	-2
CCOC(=O)N1CCC(NS(=O)(=O)c2ccc(C)c(Cl)c2)CC1	1.5	0	5	-4	0.5	1.1	11	-4	-13
C[C@H](NC(=O)c1ccc(Cl)cc1)C(=O)NCCc1ccc(S(N)(=O)=O)cc1	-0.8	2	-1	12	0.6	0.6	3	6	-10
Cc1c(C(=O)O)cccc1-n1c(C)cc(/C=C(/C#N)C(=O)NCc2ccccc2)c1C	0.4	-10	-2	-3	0.6	0.2	13	-1	-12
CCOC(=O)Cn1nc(-c2ccc(F)cc2)oc1=O	0.5	0	-3	-28	0.2	0.0	12	-15	0
CCC(=O)N1CCc2cc(Br)cc(S(=O)(=O)C3(C(=O)OC)CC3)c21	-1.5	2	-9	10	0.6	0.1	27	-9	-5
O=C(Nn1c(C2CCC2)nc2ccccc2c1=O)C1CCC1	-0.4	2	-12	15	0.8	-1.2	16	-1	5
CC(=O)N1CCc2cc(S(=O)(=O)CCC(=O)N3CCN(c4ccccn4)CC3)ccc21	-0.9	-1	7	14	-0.5	-0.8	-11	2	3
CNC(=O)c1cc2c(s1)-c1ccccc1CC2	-3.2	2	-15	1	0.4	-1.6	-12	3	-4
O=C(COC(=O)c1ccco1)NC(c1ccccc1)c1ccccc1	-0.4	-1	-1	·	-0.1	-1.8	-8	-2	-14

3 successive records already listed, for reference:
SMILES	TNF necrop inh	Runt-SMMHC FRET	p47phox inh	PPC-1+TRAIL kill	TRPML3 ag	zfTRPN1 agonist	CHOP inhibitor	EBV gp42 block	MDM2 E3 inh
Cc1c(C(=O)O)cccc1-n1c(C)cc(/C=C(/C#N)C(=O)NCc2ccccc2)c1C	0.4	-10	-2	-3	0.6	0.2	13	-1	-12
CCOC(=O)Cn1nc(-c2ccc(F)cc2)oc1=O	0.5	0	-3	-28	0.2	0.0	12	-15	0
CCC(=O)N1CCc2cc(Br)cc(S(=O)(=O)C3(C(=O)OC)CC3)c21	-1.5	2	-9	10	0.6	0.1	27	-9	-5

Additional entries
SMILES	TNF necrop inh	Runt-SMMHC FRET	p47phox inh	PPC-1+TRAIL kill	TRPML3 ag	zfTRPN1 agonist	CHOP inhibitor	EBV gp42 block	MDM2 E3 inh
COCCCNC(=S)N(Cc1ccccc1)Cc1ccccc1	-0.7	0	-1	10	-0.3	-1.2	-4	11	6
COc1ccc(Nc2nc(N)nc(COc3ccc(OC)cc3)n2)cc1	-0.1	2	-11	8	-0.1	-0.4	18	-29	-10
COc1ccc(NC(=O)CCCc2c[nH]c3ccccc23)cc1OC	-1.4	-2	-2	12	0.1	0.1	42	1	7
CC(=O)Nc1nnc(SCc2ccc(C(=O)Nc3ccccc3F)cc2)s1	2.0	2	0	-1	-0.9	2.9	5	-22	5
CC(=O)Nc1ccc(C(=O)Nc2ccc3c(c2)OCO3)cc1	-2.7	-2	-2	11	0.3	-0.1	15	-23	-17
O=C1NC(=S)N/C1=C\C=C\c1ccccc1	-0.9	0	-31	26	-1.0	-1.0	12	-10	-14
COC(=O)C1CC(O)CN1C(=O)Nc1ccccc1 (centres undefined)	-0.9	1	-1	-22	0.1	0.2	-3	-15	-3
COc1ccccc1CSc1ncc(-c2ccc([N+](=O)[O-])cc2)[nH]1	2.8	-13	-37	26	0.4	-2.2	19	30	-13
O=C(Cc1cccs1)Nc1nnc(Cc2ccccc2)s1	2.8	-12	-54	5	-0.4	0.1	12	28	17
Cc1ccc(C2=CC(c3cccs3)n3nnnc3N2)cc1 (centres undefined)	-2.8	-17	-4	16	-0.3	0.3	55	8	-24
O=C(Nc1nnc(COc2ccc(F)cc2)s1)c1cccs1	-0.8	-5	-13	4	0.7	1.1	-19	-17	-10
COc1ccc(C2C=C(c3ccccc3)Nc3ncnn32)cc1 (centres undefined)	-0.8	63*	-14	2	-0.1	-0.4	4	-2	-20
Cc1ccc(Nc2cc(C)nn2-c2nc(C)cc(=O)[nH]2)cc1	9.2	-4	-13	-1	-1.9	-3.0	·	-13	-12
O=C(Nc1ccc(F)cc1)c1ccc(-n2cncn2)c([N+](=O)[O-])c1	-0.7	4	7	10	1.4	3.0	11	1	-1
Cn1nc(C(=O)OCC(=O)Nc2cccc(S(=O)(=O)N3CCCC3)c2)c2ccccc2c1=O	0.0	5	-4	13	2.4	9.8	12	-16	·
COc1ccc2c(c1)C1NC(=S)N[C@@](C)(O2)C1C(=O)Nc1ccccc1 (some centres undefined)	-4.9	1	-14	14	0.1	0.8	5	-2	-9
COC(=O)c1ccccc1NC(=O)/C=C/c1ccco1	-0.5	-6	-16	-2	-0.5	-1.4	11	-19	-8
O=C1Nc2cc(Cl)c(Cl)cc2N(O)N1c1ccccc1Cl	0.4	-1	0	-20	1.1	-0.4	-7	-15	-8
Cc1ccc2c(N)c(C)ccc2c1	-3.5	3	-16	-31	-0.5	-1.2	-7	-17	-4
N/C(=N\OC(=O)c1ccc(Cl)cc1[N+](=O)[O-])c1cccnc1	-0.2	-6	0	19	0.4	-0.9	7	-10	-16
N#Cc1ccsc1NC(=O)COC(=O)c1ccc2ccccc2c1	0.9	16	-21	9	0.9	0.3	30	-15	0
CC(C)(C)c1nnc(NC(=O)c2cccnc2Cl)s1	-0.3	-6	1	17	0.8	-0.3	2	-6	-20
O=C(CCCCl)NC(=S)Nc1ccc(CN2CCOCC2)cc1	2.2	0	2	7	1.2	0.6	10	-5	-13
Cc1onc(-c2ccccc2Cl)c1C(=O)N1CCN(c2cccc(Cl)c2)CC1	-6.3	-1	-17	1	·	·	·	-12	-10
CCOC(=O)N1CCN(C(=O)c2cccc(-n3c(=S)[nH]c4cc(Cl)ccc4c3=O)c2)CC1	-0.4	-5	-6	21	0.5	0.6	23	-14	-9
O=C(Cc1cccs1)NCCn1ccc2ccccc21	2.3	-3	-9	22	0.0	-1.5	-2	-4	-7
Cn1c(=O)c2c(ncn2CC(=O)N/N=C/C=C/c2ccco2)n(C)c1=O	5.3	-4	-2	-12	0.3	1.3	-4	-11	-3
CCCCC(=O)Nc1cccc(C(=O)N/N=C/c2ccc(OC)cc2OC)c1	1.7	2	-5	15	-0.2	0.8	12	-1	-1
C=CSc1sc(Cl)c(N(C)C)c1[N+](=O)[O-]	-3.4	1	5	4	1.6	0.1	28	0	-14
C1CCC2=NCCCN2CC1	-0.5	2	-2	20	-0.3	1.2	35	0	-19
CCOC(=O)C1(Cc2cccc(OC)c2)CCCN(Cc2c(C)nn(C(C)C)c2C)C1 (centres undefined)	2.8	3	12	10	0.2	0.2	-10	7	-9
CCSc1nnc(NC(=O)c2ccco2)s1	-0.1	2	2	17	1.3	1.0	-7	-8	9
O=C(COC(=O)c1ccc(Cl)c(S(=O)(=O)N2CCCC2)c1)NC1CCCC1	-2.1	0	-16	-5	0.9	3.1	-3	-13	-2
COc1ccccc1OCCn1cc(/C=N/NC(=O)c2ccncc2)c2ccccc21	-2.1	2	-12	23	1.3	2.6	7	-2	-2
CS(=O)(=O)Nc1ccc(C(=O)NCc2ccco2)cc1	1.9	-5	-3	8	1.0	-1.2	3	-14	-16
Cc1cc(C)cc(-c2nc(-c3ccncc3)no2)c1	-1.4	-2	-14	-9	-0.1	-0.1	84*	-12	-9
CCCCN=C(C)C1=C(O)CSC1=O	4.2	-3	-4	4	-0.2	0.8	21	-26	-7
Clc1ccc(Nc2c3c(nc4ncnn24)CCC3)cc1	-8.0	1	-4	12	-0.1	-1.2	9	-7	2
Cc1ccc(SC(C)C(=O)NCc2cccnc2)cc1 (centres undefined)	-1.0	-1	-10	13	0.3	-1.6	3	-13	-22
CCCOc1c(OC)cc(Cl)cc1C1NC(=O)NC(C)=C1C(=O)NCc1ccccc1 (centres undefined)	0.1	-1	-2	10	-0.3	0.4	8	-16	-14

Records listed above marked active in CHOP inhibitor:
SMILES,Runt-SMMHC FRET,p47phox inh,TRPML3 ag,CHOP inhibitor,EBV gp42 block
Cc1cc(C)cc(-c2nc(-c3ccncc3)no2)c1,-2,-14,-0.1,84*,-12

Remaining list, next part:
SMILES	TNF necrop inh	Runt-SMMHC FRET	p47phox inh	PPC-1+TRAIL kill	TRPML3 ag	zfTRPN1 agonist	CHOP inhibitor	EBV gp42 block	MDM2 E3 inh
CCOC(=O)/C(=N\Nc1ccccc1Cl)N1CCN(c2ccccc2OC)CC1	0.6	-3	0	7	0.1	-1.3	36	-9	-6
C=CCn1c(NC(C)c2cc(Cl)ccc2O)nc2ccccc21 (centres undefined)	1.1	-10	-5	13	1.2	2.5	54	6	-8
S=C1NCN(Cc2ccco2)CN1c1cccc2ccccc12	-1.0	0	1	-11	0.8	-1.2	13	-10	-9
CN(C)c1nnnn1Cc1ccc(Cl)cc1Cl	-0.6	-2	1	19	0.5	-0.9	26	-18	2
CCOC(=O)CN(C(=O)CSc1nnc(-c2ccncc2)n1CCCOC)c1ccccc1	-1.0	-4	-11	14	0.3	0.3	-9	-12	·
Brc1cccc(CNCc2cccs2)c1	4.2	4	4	25	3.8	-1.5	-25	-5	-6
O=c1[nH]c(CSc2nnc(COc3ccccc3)n2-c2ccccc2)nc2ccccc12	-2.4	7	-17	3	-0.4	-0.7	38	-4	-4
COc1ccc(/C=N/n2cnnc2SCc2ccccc2)cc1	-1.9	3	-14	-9	-0.3	0.6	39	-7	-9
C/C(CC(C)C)=N\NC(=O)Nc1ccccc1	1.0	-4	-35	34	0.5	-0.5	8	-8	-6
COc1cc(C(=O)Nc2ccc3c(c2)C(=O)N(CCC(=O)O)C3=O)cc(OC)c1OC	0.3	-3	-13	8	0.5	1.4	7	-22	-1
O=C(NC(=S)Nc1cc(-c2nc3ccccc3[nH]2)ccc1Cl)c1ccc2c(c1)OCO2	-9.7	-3	-22	6	0.3	1.9	94*	-2	-17
CC(=O)c1c(C)n(CC(=O)NCc2ccco2)c2ccccc12	0.2	0	-1	-8	-0.4	-1.5	46	-6	-29
COc1ccc(/C=C/C(=O)NNc2cc(=O)n(C)c(=O)n2C)cc1OC	-0.3	-3	-2	8	0.4	1.1	1	5	-7
Cc1cccc(Nc2c([N+](=O)[O-])c(=O)n(C)c3ccccc23)c1	-0.9	3	-18	-3	-0.2	-0.2	4	14	8
COc1ccc(C2=NOC(C(=O)N3CCOCC3)C2)cc1OC (centres undefined)	0.0	-3	6	20	0.1	0.7	0	-3	-11
O=C(c1ccc(OCC2CCCO2)cc1)N1CCN(c2ccccc2)CC1 (centres undefined)	-0.7	0	-5	38	0.8	1.1	-21	-4	-12
Cc1cc(=O)n2[nH]c(-c3ccccc3)cc2n1	-0.9	0	-14	24	0.9	1.0	25	-16	-9
N#Cc1c(C(F)(F)F)cc(-c2ccc(Cl)cc2)[nH]c1=O	-2.6	25	-7	-12	0.5	3.1	32	-18	-13
COc1ccc(CCNC(=O)c2cnc3ccccn3c2=O)cc1	-2.9	4	-16	-14	0.6	0.0	-8	-14	·
